Compound activity as filed in PubChem.
T cell modulator: modulates CD8 T cell binding to vesicles; calls only at 7 µM; 330,000 compounds, 0.068% hits; 2C CD8+ T cell-vesicle binding, flow cytometry; hits give low values; AID 2052;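 active means response, share of CD8 T cells binding vesicles, and their 90th percentile fluorescence all below set limits, cut at about 80% in these data, passing the limit was not always enough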
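System: murine 2C transgenic CD8+ T lymphocytes; also added: QL9-loaded Drosophila micro-vesicles; times: binding 1.5 h at 37 °C; measured by: flow cytometry, PE anti-B7-1 (FL2) versus Alexa647 anti-CD8 (FL8), PFA-fixed; control set: Peptide-free naked vesicles (low) and QL9 vesicles with 0.7% DMSO vehicle (high)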
Myeloid diff MLP: compounds promoting myeloid differentiation. ER-HoxA9 myeloid progenitors, lysozyme-GFP differentiation, flow cytometry. calls only at 10 µM. 360,000 compounds, 1% hits. AID 624256;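 active means normalized GFP-positive differentiation at or above the plate's own cutoff, the solvent-only control mean plus 3 SD; inconclusive means no clear call, values can overlap the other calls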;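 further: cells exposed to compound for four days before flow analysis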
T cell modulator vesicle-bound %: further read-out of T cell modulator, marked with its call; double positive events, %; measured here: CD8+ vesicle-bound cell fraction;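 binding gate set so that unloaded-vesicle control wells show 10% double positive cells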
Myeloid diff MLP GFP+ MAC1+ %: also measured in Myeloid diff MLP; calls as there; GFP+ MAC1+ double positive, %; measured here: differentiation confirmed by MAC1 staining
* marks the source's active call; other numbers are inactive results; i = inactive; ? = inconclusive; / = no result given; + = active, no number.

SMILES	T cell modulator	T cell modulator vesicle-bound %	Myeloid diff MLP	Myeloid diff MLP GFP+ MAC1+ %
Cc1ccc(S(=O)(=O)N2[C@@H](c3ccc(C(C)C)cc3)C(C(=O)O)=C[C@H]2C(C)(C)C)cc1	i	10	i	2.1
Cn1cccc1C(=O)NC(=O)COC(=O)c1ccc(S(C)(=O)=O)cc1	i	49	i	1.0
COc1ccccc1OCC(=O)Nc1cc(C(F)(F)F)ccc1-n1cncn1	i	39	i	0.4
COc1ccc2sc(-c3ccc(S(C)(=O)=O)cc3)c(C(=O)NCCCN3CCCC3=O)c2c1	i	11	i	0.8
O=C(CCN=C1NS(=O)(=O)c2ccccc21)OCc1nnc(-c2ccccc2)o1	i	58	i	0.5
C=CCn1c(=S)[nH]c2cc(C(=O)NCCc3ccc(S(N)(=O)=O)cc3)ccc2c1=O	i	39	i	0.8
Cc1ccc2nc(-c3ccccc3)cc(C(=O)N3CC(C)OC(C)C3)c2c1 (centres undefined)	i	54	i	1.0
COc1ccc(N(Cc2ccccc2)C(=O)OC(C)(C)C)c(C(=O)N(C)OC)c1	i	8	i	1.7
CCOc1cc(C#N)ccc1OCC(=O)N1CCN(C(=O)c2cccs2)CC1	i	27	i	0.6
COc1ccc(C(C)(C)C)cc1NC(=O)COC(=O)CN1C(=O)NC2(CCCCC2C)C1=O (centres undefined)	i	57	i	0.9
CC1=C(C(=O)OCC2CCCCC2)C(c2ccccc2F)NC(=O)N1 (centres undefined)	i	21	i	0.5
O=C(OCC(=O)N1CCC(c2ccccc2)=N1)c1ccc(Cl)s1	i	24	i	0.4
CCn1c(SCC(=O)N2CCC(C)CC2)nc2c1c(=O)n(C)c(=O)n2C	i	30	i	3.4
COc1ccc(CNC[C@H]2O[C@@H](n3cnc4c(N)ncnc43)[C@H](O)[C@@H]2O)cc1OC	i	10	i	0.7
CCCCn1c(N)c(N(CCOC)C(=O)c2cnccn2)c(=O)[nH]c1=O	i	42	i	0.6
Nc1nc(NC(=O)c2ccc(F)cc2)ns1	i	29	i	2.6
Cc1nc2ccccc2c(=O)n1-c1cccc(NC(=O)c2cccs2)c1	i	52	i	0.8
CN(C(=O)CSc1nc2ccc(Cl)cc2[nH]1)C1CCS(=O)(=O)C1 (centres undefined)	i	27	i	0.5
COc1ccc(N(C)S(=O)(=O)c2cccc(C(=O)OCC(=O)N(C)c3ccccc3)c2)cc1	i	42	i	1.5
CCC(=O)Nc1c(-c2ccccc2Cl)c(=O)c2ccccc2n1CC	i	60	i	0.8
Cn1c(-c2ccc(C(F)(F)F)cc2)cc2onc(-c3ccccc3)c2c1=O	i	7	i	1.3
Cn1cncc1C#Cc1ccc2cc(CCO)oc(=O)c2c1	i	33	i	1.8
O[C@@H](c1cc(C(F)(F)F)nc2c(C(F)(F)F)cccc12)[C@H]1CCCCN1	i	17	i	4.7
CN1CCC(N(C)S(=O)(=O)c2ccc(NC(=O)COc3ccc(Cl)cc3)cc2)CC1	i	17	i	0.9
CC(C)c1ccc(S(=O)(=O)N2CCN(C(=O)C3CC3C)CC2)cc1 (centres undefined)	i	35	i	0.1
CC(OC(=O)CNC(=O)C1CCCCC1)C(=O)NCc1ccccc1 (centres undefined)	i	48	i	1.0
Cc1cc(NC(=O)C(C)SCC(=O)OC(C)C(=O)Nc2ccc(F)cc2Cl)no1 (centres undefined)	i	35	i	0.5
CC(=O)Nc1ccc(C=NNc2ccc([N+](=O)[O-])cc2S(=O)(=O)Nc2ccccc2C(=O)O)cc1	i	47	i	1.4
CN1C(=O)c2ccccc2N(C)C1c1ccc(F)cc1 (centres undefined)	i	37	i	0.3
O=NN(CCCl)C(=O)NCCCl	i	25	i	2.6
CC(Oc1ccccc1F)c1nnc(SCC(=O)Nc2ccc(N3CCOCC3)cc2)o1 (centres undefined)	i	28	i	0.6
CC(C)=CCc1c(O)ccc(C2COc3c(CC=C(C)C)c(O)cc(O)c3C2=O)c1O (centres undefined)	i	16	i	2.1
Cc1noc(C)c1C(=O)OCC(=O)NCCc1ccc(S(N)(=O)=O)cc1	i	40	i	1.3
Cc1c(NC(=O)c2ccc(NS(=O)(=O)c3ccc(F)c(F)c3)cc2)c(=O)n(-c2ccccc2)n1C	i	44	i	0.0
O=C(Cn1cnc2c(NC(=O)OCc3ccccc3)ncnc21)NCc1ccccn1	i	43	i	1.3
Cc1cc(C)c2nc(N3C(=O)C(O)=C(C(=O)c4ccco4)C3c3cccc(O)c3)sc2c1 (centres undefined)	i	10	i	0.7
O=C1Cc2cc(NS(=O)(=O)c3ccc(F)cc3)cc3c2N1CCC3	i	56	i	0.4
COc1ccccc1C(=O)NC(=O)COC(=O)c1nccnc1N	i	39	i	0.5
COc1cc(/C=C/C(=O)OCC(=O)N(C)CC(=O)Nc2ccc(F)cc2)ccc1OC(F)F	i	14	i	1.3
O=C(c1ccccc1)c1ccc(C(=O)N2CCN(c3ccc(O)cc3)CC2)cc1	i	46	i	1.4
O=C(O)c1ccccc1C(=O)Nc1ccc(S(=O)(=O)Nc2nccs2)cc1	i	44	i	2.9
Cc1ccc(C)c(Oc2cc(F)nc(N)n2)c1	i	62	+	2.7*
CC1CCN(S(=O)(=O)CCNC(=O)c2ccc3c(c2)OCO3)CC1	i	24	i	0.5
O=C(COC(=O)c1ccc(F)cc1F)NC(=O)Nc1ccc2c(c1)OCCO2	i	34	i	0.6
CC(C)(C)OC(=O)C[C@@H]1C/C=C\C[C@@H](CC(=O)NCCO)C(=O)N[C@H](Cc2c[nH]c3ccccc23)COC1=O	i	26	i	1.6
COc1ccc(OCC(=O)OCC(=O)N2C(C)CCCC2C)cc1 (centres undefined)	i	26	i	0.8
Cc1ccc(CNC(=O)CCSCc2ccccc2F)cc1	i	10	i	0.8
CN(CC(=O)Nc1c(Cl)cccc1Cl)C(=O)CNC(=O)c1ccco1	i	44	i	0.5
O=C1C2C3C=CC(C4CC34)C2C(=O)N1CCCCN1CCN(c2ccc(F)cc2)CC1 (centres undefined)	i	16	i	0.4
COc1ccc(-c2c(C#Cc3ccsc3)c3cc(-c4ccc5c(c4)OCCO5)ccc3n2C)cc1	i	18	i	0.9

Next part
SMILES	T cell modulator	T cell modulator vesicle-bound %	Myeloid diff MLP	Myeloid diff MLP GFP+ MAC1+ %
COc1ccc(-c2sc3cc4c(cc3c2-c2ccc3c(c2)OCCO3)OCO4)cc1	i	19	i	1.7
Cc1sc(NC(=O)C2=COCCO2)nc1-c1ccc(Br)cc1	i	54	i	2.0
CS(=O)(=O)Nc1ccc(Oc2ncccn2)cc1	i	36	i	0.5
C/C(=N\Nc1ccccn1)c1ccc(Br)s1	i	49	i	0.2
COc1cccc(N2CC(NS(=O)(=O)c3ccc4ccccc4c3)CC2=O)c1 (centres undefined)	i	42	i	0.9
O=C(NCC(=O)N1CCN(c2ccc(C(F)(F)F)cn2)CC1)c1ccc(Br)o1	i	46	i	1.2
CN(CC(=O)Nc1ccc(F)cc1)C(=O)CN1C(=O)c2cccc([N+](=O)[O-])c2C1=O	i	54	i	1.7
Nc1c(C(=O)OCC(=O)Nc2cccc([N+](=O)[O-])c2)[nH]c(=O)[nH]c1=O	i	41	i	0.5
CCN(CC)C(=O)[C@H]1CC(CC(=O)NCCc2ccccn2)C(=O)N2CCc3c([nH]c4ccccc34)[C@]12C (some centres undefined)	i	6	i	0.0
Cc1cc(C(=O)CCC(=O)NCC2COc3ccccc3O2)c(C)s1 (centres undefined)	i	47	i	1.6
N#Cc1ccc(OCC(=O)OCC(=O)Nc2sccc2C(N)=O)cc1	i	46	i	0.7
COc1ccccc1NS(=O)(=O)c1cc(NC(=O)C(C)(C)C)ccc1N1CCOCC1	i	18	i	0.6
CCCCN(C(=O)c1ccc(S(=O)(=O)N2CCC(C)CC2)cc1)C1CCS(=O)(=O)C1 (centres undefined)	i	43	i	0.7
COc1ccc(S(=O)(=O)NCc2cccnc2)cc1NC(=O)c1ccc(C)cc1	i	32	i	0.7
CCCC(C(=O)NCCC(C)C)N(Cc1ccc(F)cc1)C(=O)c1snc(C(N)=O)c1N (centres undefined)	i	49	i	0.4
Cc1ccc(C)c(N2N=C(C(=O)Nc3cccnc3)CCC2=O)c1	i	35	i	0.9
CCCCOc1ccc(C(=O)NCC(=O)N(C)Cc2nc3ccccc3c(=O)[nH]2)cc1	i	36	i	0.6
Cc1ccc(OCC(=O)NNC(=O)C2CC(=O)N(c3ccc4c(c3)OCCO4)C2)cc1 (centres undefined)	i	39	i	0.5
COc1cc(CNC(=O)CCCCCCC(C)C)ccc1O	i	38	i	3.5
COc1cc(C2(c3ccc(O)c(OC)c3)C(=O)Nc3c(Br)cc(Br)cc32)ccc1O	i	26	i	0.7
NC(=O)CSc1nnc(NC(=O)c2ccc3ccccc3c2)s1	i	24	i	0.6
Cc1cc(=O)[nH]c2nnc(SCC(=O)N3CC(C)OC(C)C3)n12 (centres undefined)	i	52	i	0.4
CN(Cc1ccccc1)C(=O)c1ccccc1C(=O)OCC(=O)N(Cc1ccccc1)C(C)(C)C	i	25	i	0.3
CN(CC(=O)Nc1ccc(Cl)c(Cl)c1)C(=O)C1CCCC1	i	21	i	1.4
CC(=O)Nc1ccc(S(=O)(=O)NCCC(=O)NC(C)c2cccs2)cc1 (centres undefined)	i	32	i	0.1
COC(=O)CCCC(=O)N1CCCC(C(=O)c2ccccc2SC)C1 (centres undefined)	i	43	i	0.2
CCN(CC(=O)NCc1cccs1)C(=O)c1ccc(S(=O)(=O)N(C)c2ccccc2)cc1	i	11	i	0.4
CCc1cc(C(=O)N(CC)CC(=O)Nc2ccc(OC)cc2)sc1C	i	36	i	0.6
CC1CN(C(=O)CCNS(=O)(=O)c2ccc(Br)cc2)CC(C)O1 (centres undefined)	i	57	i	0.4
O=C(Nc1ccccc1N1CCCC1)c1ccc(Cl)c(S(=O)(=O)N2CCOCC2)c1	i	52	i	0.8
Cc1cc(-c2ccc3c(c2)COc2c4ccccc4nn2-3)on1	i	29	i	0.3
COc1ccc(C(CNC(=O)c2ccc(Br)o2)N2CCN(C)CC2)cc1 (centres undefined)	i	66	i	0.1
O=C(COC(=O)c1cc(Cl)ccc1[N+](=O)[O-])NC1CC1	i	29	i	0.7
Cc1ccc(OCC(=O)N2CCN(S(=O)(=O)c3ccc4c(c3)OCCO4)CC2)c(C)c1	i	43	i	0.7
Cc1ccc(/C=N/NC(=O)C2COc3ccccc3O2)s1 (centres undefined)	i	37	?	/
N#Cc1cc([N+](=O)[O-])ccc1NC(=O)CSc1n[nH]c(=O)[nH]c1=O	i	47	i	0.6
O=C(NC1CCCC1)c1cccc(S(=O)(=O)Nc2ccccc2F)c1	i	34	i	0.8
CC(Sc1nccn1C)C(=O)Nc1ccc(Cl)cn1 (centres undefined)	i	16	i	0.1
COc1ccc([C@@H]2CC=C(C(=O)O)[C@H](c3ccc(F)cc3)N2S(=O)(=O)c2ccccc2C)cc1	i	30	i	1.4
CCn1cc(C(=O)Nn2cnnc2)c(=O)c2ccc(C)nc21	i	38	i	0.6
CC(C)c1ccc(S(=O)(=O)NC2CCS(=O)(=O)C2)cc1 (centres undefined)	i	10	i	1.3
O=C(NN=Cc1cccc([N+](=O)[O-])c1)c1cc(-c2cccnc2)nc2ccccc12	i	24	i	1.2

Pulled by compound from the list above:
SMILES	T cell modulator	T cell modulator vesicle-bound %	Myeloid diff MLP	Myeloid diff MLP GFP+ MAC1+ %
CN(C(=O)CSc1nc2ccc(Cl)cc2[nH]1)C1CCS(=O)(=O)C1 (centres undefined)	i	27	i	0.5
Nc1nc(NC(=O)c2ccc(F)cc2)ns1	i	29	i	2.6
CCCCn1c(N)c(N(CCOC)C(=O)c2cnccn2)c(=O)[nH]c1=O	i	42	i	0.6

Among those listed so far, eleven have a Cl atom.
SMILES	T cell modulator	T cell modulator vesicle-bound %	Myeloid diff MLP	Myeloid diff MLP GFP+ MAC1+ %
O=C(OCC(=O)N1CCC(c2ccccc2)=N1)c1ccc(Cl)s1	i	24	i	0.4
CN(C(=O)CSc1nc2ccc(Cl)cc2[nH]1)C1CCS(=O)(=O)C1 (centres undefined)	i	27	i	0.5
CCC(=O)Nc1c(-c2ccccc2Cl)c(=O)c2ccccc2n1CC	i	60	i	0.8
CN1CCC(N(C)S(=O)(=O)c2ccc(NC(=O)COc3ccc(Cl)cc3)cc2)CC1	i	17	i	0.9
Cc1cc(NC(=O)C(C)SCC(=O)OC(C)C(=O)Nc2ccc(F)cc2Cl)no1 (centres undefined)	i	35	i	0.5
O=NN(CCCl)C(=O)NCCCl	i	25	i	2.6
CN(CC(=O)Nc1c(Cl)cccc1Cl)C(=O)CNC(=O)c1ccco1	i	44	i	0.5
CN(CC(=O)Nc1ccc(Cl)c(Cl)c1)C(=O)C1CCCC1	i	21	i	1.4
O=C(Nc1ccccc1N1CCCC1)c1ccc(Cl)c(S(=O)(=O)N2CCOCC2)c1	i	52	i	0.8
O=C(COC(=O)c1cc(Cl)ccc1[N+](=O)[O-])NC1CC1	i	29	i	0.7
CC(Sc1nccn1C)C(=O)Nc1ccc(Cl)cn1 (centres undefined)	i	16	i	0.1

Some of the compounds tested (hit frequency here may not be typical).
